# PLK1 PBD block – PLK1 (human) polo-box domain binding inhibition. Plk1 PBD binding of FITC phosphopeptide, fluorescence polarization. Potency, µM, inactives show max response, negative = inhibition, usual class: inhibitors. actives 2.8% (n = 360,000). AID 720504; further: potency means the concentration at half of the fitted maximal effect; series mostly up to about 57 µM; on the % scale 0 is the no-effect control and ±100 the full control effect; nearly all actives have a fitted effect of over 65% in size
# PI5P4K alpha inh – PI5P4K alpha (human) kinase inhibition. max response, %. PI5P4Kalpha enzyme, ADP-Glo luminescence, 60 min; stronger effect = lower value. AID 652105. actives 1.2% (n = 330,000). P48426; active means max response of -50% or lower; inconclusive means between -30% and -50%; inactive means -30% or higher; further: value at the top dose of about 77 µM; on the % scale 0 is the no-effect control and ±100 the full control effect
#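 qHTS, 1536-well: enzyme/substrate mix, compound by pin tool, 5 microM ATP final; RT 60 min; ADP-Glo reagents 1 (45 min) then 2 (30 min); luminescence.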
# Abeta rescue – compounds reversing amyloid beta toxicity in yeast; Potency, µM (series often up to 46.1 µM), for the others: at the top dose growth rescue, hits mostly activators; AID 1347071; yeast expressing A-beta42, growth rescue, OD600, 48 h; response scale: 0% DMSO, 100% iron-clioquinol control; actives 0.063% (n = 410,000); further: potency means the concentration at half of the fitted maximal effect; nearly all actives have a fitted effect of over 55% in size
#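 Growth rescue measured by 600 nm absorbance after 48 h yeast culture at 30 C with compound. Values normalized between DMSO and an equimolar ferric chloride plus clioquinol control.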
# EPAC1 agonist – EPAC1 (human) agonism | O95398 | EPAC1 agonist qHTS, biochemical assay; response scale: 100% = response to 6.5 mM cAMP | Potency, µM (titrated, usually from 154 µM), for inactives: at the highest dose activation, hits mostly activators | actives 0.073% (n = 360,000); further: potency means the concentration at half of the fitted maximal effect; nearly all actives have a fitted effect of over 60% in size
# Target sequence (O95398 whole entry, looked up): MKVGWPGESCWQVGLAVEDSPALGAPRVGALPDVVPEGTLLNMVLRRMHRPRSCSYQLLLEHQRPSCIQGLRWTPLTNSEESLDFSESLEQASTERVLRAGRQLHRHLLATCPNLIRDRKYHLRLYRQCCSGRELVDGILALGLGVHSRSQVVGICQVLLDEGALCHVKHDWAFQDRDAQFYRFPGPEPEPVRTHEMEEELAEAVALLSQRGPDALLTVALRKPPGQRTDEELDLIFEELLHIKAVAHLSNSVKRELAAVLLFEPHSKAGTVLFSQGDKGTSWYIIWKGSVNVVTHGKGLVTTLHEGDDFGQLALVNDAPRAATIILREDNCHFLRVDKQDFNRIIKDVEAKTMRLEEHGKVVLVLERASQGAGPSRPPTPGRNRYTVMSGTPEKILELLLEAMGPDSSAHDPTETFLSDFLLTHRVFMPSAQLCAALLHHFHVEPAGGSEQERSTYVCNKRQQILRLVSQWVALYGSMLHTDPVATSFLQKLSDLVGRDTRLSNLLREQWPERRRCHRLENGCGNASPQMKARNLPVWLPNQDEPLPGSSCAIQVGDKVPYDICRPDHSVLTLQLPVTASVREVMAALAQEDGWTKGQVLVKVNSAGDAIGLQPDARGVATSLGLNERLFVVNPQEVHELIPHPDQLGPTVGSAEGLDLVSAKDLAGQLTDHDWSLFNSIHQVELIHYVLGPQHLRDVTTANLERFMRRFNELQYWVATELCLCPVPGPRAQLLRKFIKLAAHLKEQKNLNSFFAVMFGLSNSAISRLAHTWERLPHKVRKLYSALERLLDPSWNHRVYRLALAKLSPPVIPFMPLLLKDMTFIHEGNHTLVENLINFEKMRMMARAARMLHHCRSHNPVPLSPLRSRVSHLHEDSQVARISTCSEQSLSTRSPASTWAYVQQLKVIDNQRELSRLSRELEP
#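 Multi-concentration qHTS readout: loss of Rap1B-bound BODIPY-GDP fluorescence driven by 100 nM EPAC1 with excess GDP (50 uM), monitored kinetically at room temperature; agonist response expressed relative to 6.5 mM cAMP.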
# IL-2 act – activates IL-2 in a cell-based reporter assay. actives 0.065% (n = 360,000). AID 652025. activation, % (series mostly up to about 46 µM). IL-2 activation reporter assay, cell-based qHTS; stimulated with anti-CD3/CD4/CD28 beads; in transgenic mouse T cells; in the data active means activation above about 50%; inconclusive means mostly about 30% to 49%; further: 0% is about no effect
#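 Readout is EGFP and DsRed signal by fluorescent plate cytometry after 18 h at 37 degrees C. Transgenic mouse T cells (750/well) received compound for 60 min before bead stimulation (anti-CD3, anti-CD4, anti-CD28); memory T cells served as non-tolerant control.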
# WRN inhibitor – WRN helicase (human) inhibition | Q14191 | WRN helicase unwinding, fluorescent forked duplex, kinetic | Potency, µM (titrated, usually from 114 µM), for inactives: at the highest dose activity change, negative = inhibition, hits mostly inhibitors | actives 0.46% (n = 360,000); further: potency means the concentration at half of the fitted maximal effect; on the % scale 0 is the no-effect control and ±100 the full control effect; nearly all actives have a fitted effect of over 55% in size
#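 Primary qHTS, 1536-well format. 20 nM WRN + compound, 15 min RT; start with 100 nM forked fluorophore/quencher duplex, 2 mM ATP (final); kinetic read ex 525/em 598 nm.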
# FUS yeast rescue – rescues growth of FUS-expressing yeast; AID 1347120; Potency, µM (highest dose often 76.6 µM), inactives show at the highest dose growth rescue (activation), hits mostly activators; S. cerevisiae FUS-expressing, growth rescue, OD600, 24 h; actives 0.24% (n = 390,000);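 further: potency means the concentration at half of the fitted maximal effect; plate controls were DMSO vehicle for no effect and reference control for full effect; nearly all actives have a fitted effect of over 55% in size; some results filed as inactive show a strong effect at the top dose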
#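 Yeast FUS proteinopathy model; galactose-induced FUS (2%), starting OD 0.005. Cpds in dilution series, 24hr, 30C, 99% humidity. Abs 600 nm growth. Pos ctrl CP55940 (top 92uM final); neg ctrl DMSO.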
# EPAC1 antag – EPAC1 (human) antagonism. Potency, µM (doses to about 115 µM), for the others: at the highest dose activity change, negative = inhibition, most hits filed as inhibitors. actives 0.14% (n = 360,000). AID 720709. O95398. EPAC1 GEF assay, Rap1b-BODIPY-GDP exchange fluorescence;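 further: potency means the concentration at half of the fitted maximal effect; plate controls were vehicle for no effect and positive control for full effect; nearly all actives have a fitted effect of over 50% in size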
# Numbers without * were called inactive; ? = inconclusive; . = not tested or not shown; & = joins results of further samples; [ ] = another dose, or the depositor's remark. Unless noted, the call rests on the fitted dose curve; in most records, active means well fitted curve in the direction sought with a large enough effect; inconclusive means small, poorly fitted or top-dose-only effect, or another doubt; inactive means no such curve, though single readings can be large; an effect the other way counts as inactive or inconclusive.
item	SMILES	PLK1 PBD block	PI5P4K alpha inh	Abeta rescue	EPAC1 agonist
1	CCc1cccc2c1Sc1ccccc1CC2N1CCNCC1 (centres undefined)	-3%	15	-14%	-3%
2	Cc1cc(O)c(Sc2ncn[nH]2)cc1NS(=O)(=O)c1ccc(Cl)cc1	1%	0	-15%	9%
3	O=C(NC(=O)c1cnccc1C(F)(F)F)Nc1ccccc1	6%	13	22%	3%
4	O=C(NCc1ccc2c(c1)OCO2)c1nc(Cn2cc([N+](=O)[O-])cn2)no1	-4%	5	4%	5%
5	Cc1cccc(OC(C)C(=O)N2CCN(Cc3ccc4c(c3)OCO4)CC2)c1 (centres undefined)	-10%	7	15%	-1%
6	COCCN=C1NN=C(c2cc(C)n(CC3CCCO3)c2C)CS1 (centres undefined)	?	-4	-3%	-9%
7	C[C@]12C(=O)N(c3ccc(Cl)cc3)C(=O)N1[C@@H]1c3ccccc3OC[C@@H]1[C@H]2c1ccccc1	-5%	5	6%	1%
8	Cc1ccc2cc(C#N)c(NCc3ccccc3)nc2c1	-12%	0	-19%	6%
9	CC(C)CCN1CCNC(=O)C1CC(=O)Nc1ccc(F)cc1 (centres undefined)	-11%	4	1%	2%
10	Cc1cccc(CNC(=O)C2CCC(=O)N(CC3CCCCC3)C2)c1 (centres undefined)	1%	5	1%	1%
11	CCCCNCc1ccc(SC)cc1	-8%	.	5%	8%
12	O=C(NCC(F)(F)F)c1ccc(S(=O)(=O)Nc2ccccc2N2CCCC2)cc1	3%	-13	13%	-27%
13	CCCNC(=O)COc1coc(CN2CCN(Cc3ccccc3)CC2)cc1=O	-13%	1	9%	-3%
14	O=C(Nc1ccccc1C(=O)N1CCOCC1)c1ccc(CSc2ccccc2)cc1	-8%	0	-7%	-5%
15	CC(C)c1ccccc1NC(=O)CN1C(=O)c2ccccc2C1=O	-14%	3	-6%	1%

item	IL-2 act	WRN inhibitor	FUS yeast rescue	EPAC1 antag
1	-0.3	-2%	23%	-2%
2	-7.2	0%	.	2%
3	-2.1	-7%	10%	7%
4	-0.2	-5%	-15%	11%
5	-2.0	?	12%	-2%
6	1.3	1%	35µM*	5%
7	-0.1	-6%	19%	-11%
8	0.7	-1%	-1%	8%
9	-2.8	0%	6%	-5%
10	-0.2	-3%	0%	7%
11	0.3	0%	9%	1%
12	-0.2	8%	42%	-12%
13	0.2	-2%	1%	19%
14	2.5	-6%	30%	-25%
15	1.0	5%	5%	2%

# Continuation:
item	SMILES	PLK1 PBD block	PI5P4K alpha inh	Abeta rescue	EPAC1 agonist
16	Cc1cc(-c2nnc(SCC(=O)c3ccc4c(c3)OCCO4)o2)no1	-11%	0	7%	7%
17	COc1ccc(-c2ccc3c(c2)S(=O)(=O)c2cccc(C(=O)NCCOc4ccccc4)c2C3=O)cc1OC	5%	0	8%	0%
18	CC(=O)COc1ncnc2c(Cl)cc(Cl)cc12	-14%	-3	-3%	5%
19	CCOC(=O)C1=C(c2ccc(O)cc2)NC(=O)NC1C (centres undefined)	-10%	4	-11%	8%
20	CC(C)C(=O)NNC(=O)CN1CCN(c2nc(-c3ccccc3)cs2)CC1	-11%	1	11%	-2%
21	CCCC(c1nnnn1CCOC)N1CCN(C(=O)c2ccco2)CC1 (centres undefined)	-3%	5	5%	0%
22	Cc1cc(NC(=O)c2cnn3cccnc23)nn1CC(=O)Nc1cccnc1	0%	.	15%	-3%
23	COc1cc(CCC(=O)OCC(=O)NCc2ccccc2)cc(OC)c1OC	0%	-2	14%	0%
24	CC1CCCC(C)N1C(=O)CCN1C(=O)C2C3C=CC(C3)C2C1=O (centres undefined)	-9%	-6	8%	1%
25	Cc1ccc(-c2cc(C(F)F)n3ncc(C(=O)NCc4ccco4)c3n2)cc1	?	-11	-41%[inhibitor]	-3%
26	Cc1ncc([N+](=O)[O-])n1Cc1cccc(F)c1	-3%	3	-3%	-13%
27	C[C@H]1CN(S(=O)C(C)(C)C)[C@@H](CCO)/C1=C\CCO (some centres undefined)	-1%	-1	2%	13%
28	COc1ccc(-c2cc3c(=O)n(CC(=O)NCc4cccnc4)ncn3n2)cc1	-11%	-7	2%	5%
29	COc1ccc(CN2CCNC(=O)C2CC(=O)N(C)CCc2cnn(C)c2)c(F)c1 (centres undefined)	-18%	2	0%	-6%
30	CCCCN1C(=O)C(=O)N(CC(=O)NC2CCCc3ccccc32)C1=O (centres undefined)	-8%	7	-10%	9%

item	IL-2 act	WRN inhibitor	FUS yeast rescue	EPAC1 antag
16	0.8	1%	-16%	13%
17	23	1%	-7%	5%
18	0.1	7%	6%	-12%
19	-0.3	3%	23%	-13%
20	-1.1	1%	14%	-7%
21	-0.3	3%	-5%	0%
22	1.5	-2%	20%	10%
23	2.3	2%	-34%	3%
24	2.1	-4%	16%	7%
25	-2.2	-7%	-15%	24%
26	-2.0	6%	8%	2%
27	-0.7	-2%	-16%	-22%
28	-2.5	1%	9%	-23%
29	-3.3	-2%	39%	26%
30	3.6	0%	21%	7%

# Next compounds:
item	SMILES	PLK1 PBD block	PI5P4K alpha inh	Abeta rescue	EPAC1 agonist
31	N#Cc1c2c(c(Nc3ccc(F)cc3)n3c1nc1ccccc13)CCCC2	-9%	-9	0%	-6%
32	O=C(CSc1nnnn1C1CC2CCC1C2)Nc1ccnc2ccccc12 (centres undefined)	-12%	4	?	14%
33	CCOC(=O)[C@@H]1[C@H]2COc3ccccc3[C@@H]2N2C(=O)N(c3ccc(C(F)(F)F)cc3)C(=O)[C@@]12C	-5%	10	25%	-20%
34	O=C(CSc1nnnn1-c1ccccc1)NC1CCCc2ccccc21 (centres undefined)	0%	0	?	6%
35	O=C(N/N=C/c1ccncc1)c1ccccn1	5%	-2	-7%	-13%
36	Cc1ccc2cc(CN(CCN(C)C)C(=O)Nc3ccc(Cl)cc3)c(=O)[nH]c2c1	-4%	-2	1%	7%
37	O=c1c2c3c(sc2nc2n1CCCC2)CCCC3	-9%	-20	-78%[inhibitor]	2%
38	CC(=O)Nc1ccc(NC(=O)[C@@H]2CCCN2S(=O)(=O)c2ccc3c(c2)OCCO3)cc1	0%	0	5%	4%
39	CCN(Cc1ccccc1)S(=O)(=O)c1cc(C(=O)NCCCN(C)C)ccc1OC	-8%	1	7%	3%
40	O=C(c1cc2sccc2n1Cc1ccc(F)cc1)N1CCc2ccccc21	-13%	8	12%	-1%
41	Cc1ccc(/C=N/NC(=O)c2ccc(NC(=O)c3ccc(Cl)cc3)cc2)o1	-13%	-19	-8%	6%
42	CN(C)c1ccc(/C=N/NC(=O)CN(c2cccc(Cl)c2)S(C)(=O)=O)cc1Br	-3%	1	1%	24%
43	O=C(NNS(=O)(=O)c1ccc(F)cc1)C1CC(c2cccnc2)=NO1 (centres undefined)	5%	1	-5%	-3%
44	CN(Cc1ccco1)c1ncnc2ccc(-c3ccc4c(c3)OCO4)cc12	.	.	-6%	-21%
45	O=C1c2ccccc2C(=O)N1CCCCN(C(=O)c1ccc(Cl)s1)c1ccc(Cl)cc1	10%	-5	24%	5%

item	IL-2 act	WRN inhibitor	FUS yeast rescue	EPAC1 antag
31	0.2	4%	.	9%
32	0.1	-25%	11%	-26%
33	-1.7	-10%	30%	-27%
34	-0.4	-1%	13%	-13%
35	-0.1	5%	-6%	-1%
36	-4.8	3%	-11%	-26%
37	1.4	-9%	23%	-2%
38	0.3	-5%	20%	-12%
39	-1.7	0%	-6%	-15%
40	-0.6	-7%	12%	-15%
41	-1.5	-7%	-8%	19%
42	0.6	-12%	13%	1%
43	-2.5	8%	-7%	19%
44	-3.1	.	-8%&14%	-11%
45	1.8	-6%[57.1 µM]	-9%	20%

# Remaining list, next part
item	SMILES	PLK1 PBD block	PI5P4K alpha inh	Abeta rescue	EPAC1 agonist
46	C[n+]1cccc(C(=O)NNC(=O)C23CC4CC(CC(C4)C2)C3)c1	-10%	-1	-16%	5%
47	CCCOCn1cc(F)c(=O)[nH]c1=O	-2%	-1	-12%	1%
48	CCCNC(=O)COC(=O)c1[nH]c(C)c(C(=O)OCC)c1C	-12%	.	9%	-5%
49	C[C@H](NC(=O)CC[C@H]1O[C@@H](n2ccc(=O)[nH]c2=O)[C@H](O)[C@@H]1O)C(=O)O	-3%	-1	4%	13%
50	O=C(COC(=O)c1ccc(NS(=O)(=O)c2ccc(Br)s2)cc1)NC1CCCC1	-13%	-9	2%	10%
51	COc1cc(-c2nnc3sc(C4CCCCC4)nn23)cc(OC)c1OC	-19%	-1	-28%	2%
52	O=C(CCc1ccccc1)Nc1ccc(S(=O)(=O)N2CCOCC2)cc1	-12%	1	0%	12%
53	O=C1CSC(=S)N1CC1CCCO1 (centres undefined)	-3%	.	-12%	-6%
54	Cc1ccc(-n2nc(C(=O)O)c3ccccc3c2=O)cc1C	3%	1	20%	-6%

item	IL-2 act	WRN inhibitor	FUS yeast rescue	EPAC1 antag
46	0.2	-25%	30%	13%
47	-1.4	2%	-9%	-5%
48	-3.0	6%	28%	0%
49	-0.7	0%	-7%	-3%
50	-1.2	-1%[57.1 µM]	20%	-21%
51	-0.6	-18%	?	-12%
52	-2.8	-7%	29%	-21%
53	-3.0	-8%	16%	3%
54	1.7	-3%	3%	-3%

# Random excerpt: 6 records from the list
item	SMILES	PLK1 PBD block	PI5P4K alpha inh	Abeta rescue	EPAC1 agonist
51	COc1cc(-c2nnc3sc(C4CCCCC4)nn23)cc(OC)c1OC	-19%	-1	-28%	2%
47	CCCOCn1cc(F)c(=O)[nH]c1=O	-2%	-1	-12%	1%
54	Cc1ccc(-n2nc(C(=O)O)c3ccccc3c2=O)cc1C	3%	1	20%	-6%
50	O=C(COC(=O)c1ccc(NS(=O)(=O)c2ccc(Br)s2)cc1)NC1CCCC1	-13%	-9	2%	10%
52	O=C(CCc1ccccc1)Nc1ccc(S(=O)(=O)N2CCOCC2)cc1	-12%	1	0%	12%
48	CCCNC(=O)COC(=O)c1[nH]c(C)c(C(=O)OCC)c1C	-12%	.	9%	-5%

item	IL-2 act	WRN inhibitor	FUS yeast rescue	EPAC1 antag
51	-0.6	-18%	?	-12%
47	-1.4	2%	-9%	-5%
54	1.7	-3%	3%	-3%
50	-1.2	-1%[57.1 µM]	20%	-21%
52	-2.8	-7%	29%	-21%
48	-3.0	6%	28%	0%

# Bioassay records as filed in PubChem BioAssay.
